CHRM5 PAM: CHRM5 positive allosteric modulation; P08912; CHO-K1 hM5, Fluo-8 calcium, ACh EC20 PAM; 0% = ACh EC20, 100% = ACh EC100; activation, % at 3 µM; 0.3% of 360,000 active;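 active means activation above the run cutoff, the mean activation of all test compounds plus 3 SD, cut at about 18% in these data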
Target sequence (P08912 whole entry, looked up): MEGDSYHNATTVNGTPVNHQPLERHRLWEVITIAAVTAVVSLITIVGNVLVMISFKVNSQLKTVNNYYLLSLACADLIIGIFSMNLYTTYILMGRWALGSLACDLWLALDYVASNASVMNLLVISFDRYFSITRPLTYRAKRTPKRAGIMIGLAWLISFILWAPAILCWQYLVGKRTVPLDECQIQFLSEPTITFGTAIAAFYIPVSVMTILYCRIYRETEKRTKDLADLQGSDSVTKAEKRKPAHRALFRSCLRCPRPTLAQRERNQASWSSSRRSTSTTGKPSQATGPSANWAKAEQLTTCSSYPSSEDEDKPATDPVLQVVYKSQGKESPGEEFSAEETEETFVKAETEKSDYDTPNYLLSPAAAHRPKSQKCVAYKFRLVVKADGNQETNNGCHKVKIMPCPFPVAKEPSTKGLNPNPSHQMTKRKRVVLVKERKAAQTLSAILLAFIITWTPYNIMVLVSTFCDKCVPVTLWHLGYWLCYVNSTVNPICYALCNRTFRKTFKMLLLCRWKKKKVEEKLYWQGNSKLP
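Probe or stimulus: acetylcholine, EC20 level; Assay system: human M5 receptor in CHO-K1 cells; Schedule: compound preincubation 140 s before EC20 acetylcholine addition; Technique: intracellular calcium via Fluo-8 fluorescence; Dosing: single-point, 3 µM nominal; Read-out basis: percent activation from peak-over-basal fluorescence ratio, scaled EC20-to-EC100 acetylcholine; Repeats: one well per compound, no replicates.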
M4 PAM: potentiates acetylcholine response at human M4 receptor; P08173; CHO-K1 hM4/Gqi5, Fluo-8 calcium fluorescence, ACh EC20; 0% = ACh EC20, 100% = maximal ACh; activation, % at 3 µM; 0.4% of 360,000 active; AID 624126;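 active means activation above its plate's cutoff, the mean activation of sample wells plus 3 SD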; further: some results filed as inactive read as strong as hits
Target sequence (P08173 whole entry, looked up): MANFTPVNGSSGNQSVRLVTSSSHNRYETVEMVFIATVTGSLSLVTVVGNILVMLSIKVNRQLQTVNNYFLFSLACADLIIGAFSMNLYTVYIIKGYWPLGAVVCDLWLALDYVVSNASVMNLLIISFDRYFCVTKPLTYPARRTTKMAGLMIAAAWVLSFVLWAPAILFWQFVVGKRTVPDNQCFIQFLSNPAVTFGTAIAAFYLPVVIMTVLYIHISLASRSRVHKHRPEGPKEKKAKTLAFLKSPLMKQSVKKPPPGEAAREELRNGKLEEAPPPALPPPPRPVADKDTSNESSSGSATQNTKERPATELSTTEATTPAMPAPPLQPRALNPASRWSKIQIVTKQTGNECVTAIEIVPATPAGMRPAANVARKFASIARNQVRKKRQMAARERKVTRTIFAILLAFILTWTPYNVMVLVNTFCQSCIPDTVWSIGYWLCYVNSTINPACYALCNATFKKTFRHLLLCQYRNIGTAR
CHRM4 agonist: CHRM4 agonism in calcium assay; activation, % at 3 µM; P08173; 0.14% of 360,000 active; CHO-K1 hM4/Gqi5, Fluo-8 calcium fluorescence; vehicle 0%, full acetylcholine response 100%;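 active means activation above the run mean over all test wells plus 3 SD, cut at about 32% in these data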;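 further: peak over basal fluorescence ratio per well then scaled between controls; 0% = DMSO wells and 100% = acetylcholine at EC100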
CHO-K1 Ca antag: nonselective inhibitor or artifact in parental CHO-K1 cells; ATP-induced calcium, Fluo-8 fluorescence; inhibition, % at 3 µM; 0.6% of 360,000 active; AID 602250;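 active means inhibition above a per-plate cutoff, the plate's mean sample inhibition plus 3 SD, cut at about 24% in these data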;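 further: 0% = DMSO plus EC80 ATP and 100% = DMSO alone without ATP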
M5 antag: CHRM5 antagonism in calcium assay | AID 624040 | P08912 | 0.59% of 360,000 active | CHO-hM5 cells, Fluo-8 calcium fluorescence, ACh EC80 | inhibition, % at 3 µM;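 active means inhibition above a per-plate cutoff, the mean of that plate's test compounds plus 3 SD, cut at about 27% in these data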;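 further: 0% = acetylcholine EC80 with DMSO and 100% = DMSO without agonist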
M1 ag parental: nonselective activator or artifact in parental CHO-K1 cells; Fluo-8 calcium fluorescence; scaled to maximal ATP response, vehicle zero; activation, % at 3 µM; 0.48% of 360,000 active; AID 602248; in the data active means activation above about 15%;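 further: untransfected CHO-K1 host cells lacking M1 receptor as counterscreen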
CHRM4 antagonist: antagonists of human muscarinic M4 receptor (CHRM4). P08173. CHO-hM4 cells, ACh EC80, Fluo-8 calcium fluorescence. inhibition, % at 3 µM. 0.73% of 360,000 active. AID 624125;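 active means inhibition above its plate's cutoff, the mean inhibition of sample wells plus 3 SD, cut at about 27% in these data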;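 further: 0% = acetylcholine EC80 with DMSO and 100% = DMSO without agonist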
CHO-K1 Ca PAM: M1 PAM counterscreen hit in parental CHO-K1 cells. 0.02% of 360,000 active. activation, % at 3 µM. ATP EC20, Fluo-8 calcium fluorescence; 0% at ATP EC20, 100% at ATP max;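 active means activation above the run cutoff, the mean activation of all test compounds plus 3 SD, cut at about 40% in these data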;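 further: peak over basal fluorescence ratio in a 140 s read after ATP addition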
CHRM5 agonist: CHRM5 agonism in calcium assay | AID 624037 | 0.19% of 360,000 active | activation, % at 3 µM | CHO-K1 hM5 cells, Fluo-8 calcium fluorescence; 0% DMSO wells, 100% maximal acetylcholine response | P08912;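 active means activation above the run's mean over test compounds plus 3 SD, cut at about 23% in these data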;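 further: signal is peak over basal fluorescence ratio across the kinetic read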
Starred values were filed as active, the others as inactive.

SMILES	CHRM5 PAM	M4 PAM	CHRM4 agonist	CHO-K1 Ca antag	M5 antag	M1 ag parental	CHRM4 antagonist	CHO-K1 Ca PAM	CHRM5 agonist
CN(Cc1cccc(F)c1)C(=O)c1ccc(S(=O)(=O)C(F)F)cc1	0	3	0	-7	4	1.4	-1	19	2
Cc1cccc(C)c1-n1c(C)cc(/C=N/NC(=O)CSc2ncccn2)c1C	-1	-11	-1	10	-1	0.3	8	-8	-4
Clc1cccc(CNc2nnnn2-c2ccccc2)c1	-14	-8	15	5	13	12	5	-4	7
CCOC(=O)c1sc(NC(=O)CCc2ccccc2)nc1C	-4	-2	0	-9	19	0.6	12	17	1
COc1ccc(CN(C)C(=O)c2cc(S(=O)(=O)Nc3ccccc3F)ccc2C)c(OC)c1	6	-10	15	8	-14	4.8	-10	-14	5
CCC(C)NC(=O)c1ccc(CSCc2cccc(F)c2)o1 (centres undefined)	3	3	-1	-23	1	2.8	1	33	-4
CCc1noc(C)c1C(=O)NCCc1ccc(S(N)(=O)=O)cc1	10	6	1	-12	-2	0.4	-21	15	0
COc1ccc(CNc2ccccc2)cc1Br	-1	5	-2	-3	3	-0.1	2	13	1
CNC(=O)c1cc(S(=O)(=O)NC2CCCCCC2)ccc1C	0	4	3	-10	8	13	-1	14	-3
Cc1noc(C)c1C(=O)OCC(=O)c1c[nH]c2ccccc12	-2	6	1	6	3	1.1	7	3	0
O=C(Cn1ncc2c3ccccc3n(Cc3ccccc3F)c2c1=O)N1CCN(c2ccccn2)CC1	-5	-8	23	9	15	5.7	5	-6	3
COc1ncnc(OC)c1S(=O)(=O)NCc1ccccc1	0	-1	0	-4	-4	0.1	-5	-3	-2
Cc1ccc(C)c(CNc2ccc(S(=O)(=O)N3CCCCC3)cc2)c1	-9	-1	3	-7	8	1.3	-9	3	0
COc1ccc2[nH]cc(CCn3ccc(=O)c(C)c3C)c2c1	8	-3	0	-11	3	0.9	0	7	-1
O=C(c1cnn2c(C(F)F)cc(C3CC3)nc12)N1CCCC1	2	34*	-3	-2	4	-1.0	21	-6	3
Cn1c(=O)c2c(nc(NCc3cccnc3)n2Cc2ccc(Cl)cc2)n(C)c1=O	1	-2	1	-6	3	0.3	4	9	-4
O=C1c2cc(O)cc(O)c2C(=O)c2c1cc(O)c([C@@H](CO)CCO)c2O	-5	-1	4	4	11	1.0	14	6	9
COc1cc(C=O)ccc1OCC(=O)Nc1cccc(S(=O)(=O)N(C)c2ccccc2)c1	-27	-12	18	6	5	8.9	1	-4	3
Cc1ccc(CONC(=O)c2ccc(OC(F)F)cc2)cc1	1	-4	0	10	6	-0.1	-5	-21	0
COc1ccc2c(c1)C(=O)CC(c1ccccc1)O2 (centres undefined)	6	-4	0	-14	-8	0.1	4	18	-5

Three compounds out of the list, sorted by heavy-atom count, low to high.
SMILES	CHRM5 PAM	M4 PAM	CHRM4 agonist	CHO-K1 Ca antag	M5 antag	M1 ag parental	CHRM4 antagonist	CHO-K1 Ca PAM	CHRM5 agonist
Cc1noc(C)c1C(=O)OCC(=O)c1c[nH]c2ccccc12	-2	6	1	6	3	1.1	7	3	0
COc1cc(C=O)ccc1OCC(=O)Nc1cccc(S(=O)(=O)N(C)c2ccccc2)c1	-27	-12	18	6	5	8.9	1	-4	3
COc1ccc(CN(C)C(=O)c2cc(S(=O)(=O)Nc3ccccc3F)ccc2C)c(OC)c1	6	-10	15	8	-14	4.8	-10	-14	5

Going on with the list.
SMILES	CHRM5 PAM	M4 PAM	CHRM4 agonist	CHO-K1 Ca antag	M5 antag	M1 ag parental	CHRM4 antagonist	CHO-K1 Ca PAM	CHRM5 agonist
COc1ccc(NC(=O)C(=O)c2cn(CC(=O)N3CCCC3)c3ccccc23)cc1	3	4	7	7	-8	2.3	-3	-4	2
COc1ccc(C(=O)Nc2ccc(NC(C)=O)cc2)cc1S(=O)(=O)N(C)Cc1ccccc1	-3	-1	2	-9	0	1.2	-4	17	1
CCOc1ccccc1NC(=O)C(NC(=O)C1CCC(C)CC1)C(C)C (centres undefined)	2	-2	0	-10	-1	1.2	2	15	5
CCCCCCCCCn1c2c(c(=N)c3c1CCC3)CCC2	-17	-26	4	18	40*	4.9	50*	11	-3
Cc1cc2c(cc(C(=O)N3CCC(C(=O)N4CCCC4)CC3)n2Cc2c(F)cccc2Cl)o1	-21	-12	26	7	20	7.0	7	-4	6
Cc1ccc(NC(=O)NC(=O)N(C(C)C)S(=O)(=O)c2ccc(C)cc2)cc1	3	7	0	-16	7	0.0	8	15	-2
COc1ccc(CN(CC(O)COCc2ccccc2)S(=O)(=O)c2ccccc2Br)cc1OC (centres undefined)	-5	-6	5	-10	4	1.6	0	9	-1
CCn1c(=O)n(CC)c2cc([N+](=O)[O-])ccc21	-1	6	-1	-3	4	0.6	7	16	1
CCOc1ncccc1C(=O)Nc1cc(S(=O)(=O)N2CCCCC2)ccc1C	3	9	1	-5	-6	0.1	-15	9	-3
CC(C)CN(C(=O)COC(=O)C1c2ccccc2Oc2ccccc21)C1CCS(=O)(=O)C1 (centres undefined)	-4	-4	5	0	-1	2.9	-2	17	1
NC(N)=N/N=C/c1ccc(Cl)cc1Cl	4	5	7	4	6	1.6	1	2	6
CCc1ccc(N2CC(C(=O)Nc3ccc(S(=O)(=O)Nc4nccs4)cc3)CC2=O)cc1 (centres undefined)	3	-1	0	-12	-2	0.7	0	4	-2
c1ccc(N2CCN(c3nc(NCc4ccco4)c4ccccc4n3)CC2)cc1	-6	-8	5	-2	2	0.5	-3	12	-6
COc1cccc(CNC(=S)NC2CC2)c1	2	-5	1	6	6	-0.5	4	5	0
C=CCC1C=CCC(CC=C)N1C(=O)c1ccccc1[N+](=O)[O-] (centres undefined)	3	3	0	0	-1	0.1	2	19	-5
COc1ccccc1-n1ccnc1SCC(=O)NCc1ccco1	-5	-5	0	7	10	0.4	0	-14	-5
COC(=O)CSc1nnc(-c2ccc(NS(=O)(=O)c3ccccc3)cc2)o1	-5	0	2	-9	-2	2.7	2	24	-1
COc1ccccc1C(=O)Nc1ccc2c(c1)nc(CCNC(=O)c1ccco1)n2C	-2	-2	6	-9	13	2.5	0	-8	-2
CC(C)n1c(N)c(C#N)c2ccc([N+](=O)[O-])cc2c1=O	7	6	1	-12	10	0.9	5	11	1
CCCCn1nnnc1C(c1cc2ccccc2o1)N1CCN(CCN(C)C)CC1 (centres undefined)	-9	3	2	-5	-2	0.4	0	-3	-4

Next section (2 carried over from the part before).
SMILES	CHRM5 PAM	M4 PAM	CHRM4 agonist	CHO-K1 Ca antag	M5 antag	M1 ag parental	CHRM4 antagonist	CHO-K1 Ca PAM	CHRM5 agonist
CC(C)n1c(N)c(C#N)c2ccc([N+](=O)[O-])cc2c1=O	7	6	1	-12	10	0.9	5	11	1
CCCCn1nnnc1C(c1cc2ccccc2o1)N1CCN(CCN(C)C)CC1 (centres undefined)	-9	3	2	-5	-2	0.4	0	-3	-4
O=C(NCC(=O)N(CC1CCCO1)C(C(=O)NC1CCCCC1)c1ccccc1)c1ccco1 (centres undefined)	-6	-3	0	-2	-7	0.7	-2	-1	0
CCC(=O)Nc1ccc(NC(=O)C23CC4CC(CC(C4)C2)C3)cn1	2	0	1	0	-6	0.1	-1	-1	-6
Cc1cc(Nc2ccc3c(c2)OCCO3)c2cc(Cl)ccc2n1	-4	-4	-1	9	-1	-0.5	-2	-9	-5
NS(=O)(=O)c1ccc(CNC(=O)/C=C/c2ccco2)cc1	8	4	2	-9	-7	0.2	-5	11	1
CCCN(CCC)Cc1c(C(=O)N/N=C/c2c[nH]c3ccccc23)nnn1-c1nonc1N	0	-9	2	1	-1	0.7	4	-12	-4
O=C(c1ccco1)C(O)c1ccco1 (centres undefined)	1	0	2	-7	-4	0.5	-5	-21	-2
CC1CC(C)CN(C(=O)c2cc3ccccc3o2)C1 (centres undefined)	2	0	-1	-2	3	-0.1	-13	29	-3
O=C(CNC(=O)C1CCCCC1)Nc1ccccc1	4	-1	1	-1	-6	-0.1	8	-5	-2
O=C(NCc1ccccc1Br)c1ccncc1	-7	-3	3	-17	16	1.4	-9	18	-3
Cc1cccc(OCCCC(=O)Nc2ccc(N3CCOCC3)cc2)c1	-5	1	9	-17	1	6.4	0	18	7
COC(=O)c1ccc(Nc2nc(C)nc3c2nnn3Cc2ccccc2)cc1	-2	-8	-1	2	2	-0.3	2	-19	0
CCOc1c(Br)cc(/C=C2/SC(=O)N(CC(=O)N3CCCC3)C2=O)cc1OC	-5	-1	0	-6	0	0.2	-3	9	-3
COc1ccc(-c2cc(C(F)(F)F)nc(S(=O)(=O)CCCC(=O)Nc3cccnc3Cl)n2)cc1OC	-3	-1	4	-8	10	0.9	-12	14	2
CC(C)C(C)(C#N)NC(=O)CSc1nnc(-c2ccccc2)o1 (centres undefined)	-5	12	2	-2	0	0.5	-24	20	-2
c1ccc(CCSc2nccn2-c2ccccc2)cc1	-1	0	-1	3	-1	-0.4	-5	-5	-7
CCc1ccccc1NC1=NCC(=O)N1Cc1ccc2c(c1)OCO2	-5	3	0	-15	-5	0.1	-10	17	-1
Cc1cc(N=CC2=C(O)CC(C)(C)CC2=O)no1	5	4	1	2	2	0.0	-10	8	-3
O=C(c1cc(=O)c2cc(Cl)ccc2o1)N1CCN(Cc2ccccc2)CC1	-1	-1	1	-17	0	1.9	-12	20	-9
CCC(C)n1c(SCC(=O)NCc2ccco2)nnc1-c1cccc(S(=O)(=O)N2CCOCC2)c1 (centres undefined)	-2	1	1	-12	6	1.0	-1	21	-4
O=C(Nc1ccc(-c2n[nH]c(=S)o2)cc1)c1ccccc1Cl	-2	6	1	-2	-1	6.0	-2	10	0
Cc1cc(C(=O)CSc2nnc(-c3ccco3)o2)c(C)n1C	-10	0	0	11	5	0.3	5	-22	1
CC(=O)Nc1ccccc1NC(=O)c1ccccc1-c1ccccc1	6	1	4	0	-8	-0.5	-15	1	0
Cc1c(NC(=O)C(C)OC(=O)c2ccc(Br)o2)c(=O)n(-c2ccccc2)n1C (centres undefined)	2	-6	2	-8	11	0.1	2	1	-1
COc1ccccc1NC(=O)CSc1nncs1	-2	2	0	-3	13	0.7	4	7	-1
CNC(=O)c1sccc1-n1cccc1	-7	6	0	-1	8	-0.4	0	-4	0
CCOC(=O)N1CCN(C(=O)COc2ccc(Br)cc2Cl)CC1	0	14	1	-8	-3	0.7	-3	11	1
CC(C)N(CCCNC(=O)CC1Oc2ccccc2NC1=O)Cc1ccccc1 (centres undefined)	0	0	1	2	-2	1.9	3	16	-3
O=S(=O)(NCc1ccccc1)c1ccc(-n2cccn2)cc1	-7	0	5	-9	11	5.5	-9	7	1
Cc1cc(C)n2nc(SCC(=O)N3CC(C)CC(C)C3)nc2n1 (centres undefined)	13	2	0	0	1	0.4	-4	6	4
c1ccc2c(N3CCCC3)nc(-c3ccncc3)nc2c1	-5	-10	3	7	-3	0.6	23	18	-6
CCN(CC)CCCNC(=O)C1c2ccccc2C(=O)N(CCOC)C1c1ccc(F)cc1 (centres undefined)	2	-4	1	-7	3	0.4	-8	-14	-9
COc1cccc(CN2CCNC(=O)C2CC(=O)NCC2CCOCC2)c1 (centres undefined)	4	6	1	-8	-17	-0.1	-4	2	-2
CCN(CC(=O)Nc1ccc(NC(C)=O)cc1)C(=O)CSCc1c(C)noc1C	1	-1	-1	-3	1	0.1	-3	-3	1
CCCNC(=O)COC(=O)c1ccccc1OCc1ccc(Cl)cc1	-8	-3	0	3	-5	0.0	-5	8	-14
Cc1ccccc1NC(=O)Cn1c(=O)n(C)c2ccccc21	-3	-4	1	-1	5	0.3	3	5	-1

Screening data deposited in PubChem BioAssay by The Scripps Research Institute Molecular Screening Center.
